MC4R antag cAMP – human MC4R antagonism in cAMP assay; P32245; inhibition, % at 6.5 µM; actives 0.48% (n = 360,000); AID 540295; MC4R-expressing cells, MTII-stimulated cAMP, LANCE TR-FRET;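 active = inhibition above its plate's cutoff, the mean of tested wells on that plate plus 3 SD, cut at about 29% in these data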;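 also: 0% = Melanotan II alone and 100% = Melanotan II plus saturating MCL0020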
Target sequence (P32245 whole entry, looked up): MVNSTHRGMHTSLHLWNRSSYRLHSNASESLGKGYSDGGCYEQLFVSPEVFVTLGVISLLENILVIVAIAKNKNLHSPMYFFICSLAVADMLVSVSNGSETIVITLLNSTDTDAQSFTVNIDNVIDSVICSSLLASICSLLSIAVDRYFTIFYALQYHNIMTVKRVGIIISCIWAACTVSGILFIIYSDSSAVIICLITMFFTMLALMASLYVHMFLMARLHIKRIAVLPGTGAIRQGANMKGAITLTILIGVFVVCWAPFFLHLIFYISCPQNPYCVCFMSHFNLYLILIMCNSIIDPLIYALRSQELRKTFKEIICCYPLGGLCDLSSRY
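System: U2OS cells stably expressing human melanocortin 4 receptor (MC4R). Reagent: Melanotan II challenge after compound preincubation. Doses: 6.5 µM. Times: 30-min compound, 1-h challenge, 1-h detection, room temperature. Measured by: TR-FRET with Eu-cAMP and labeled anti-cAMP, 671 nm. Replicates: singlicate.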
Glyco luc inh – N-linked glycosylation inhibition; D54 ERlucT glycosylation luciferase reporter, 24 h; percent of 100 nM tunicamycin response; reporter increase, % at 12.5 µM; actives 0.23% (n = 360,000);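 active = mean luciferase reporter signal, scaled so untreated is 0 and the glycosylation-blocking control 100, at or above a set limit in every replicate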;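 also: luciferase carries N-glycosylation sites so blocking glycosylation raises the light; 0% = median of neutral control wells and 100% = median of 100 nM tunicamycin wells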
H9c2 protect – protects H9c2 cardiomyocytes from peroxide injury | AID 588492 | actives 0.63% (n = 360,000) | H2O2 injury protection, ATPLite, 2 h | protection from H2O2 cell death, % at 20 µM;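 active = compounds giving at least 50% protection of heart cells from peroxide-induced death in the single-dose screen, raw or plate-pattern-corrected value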;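 also: 0% = DMSO wells with peroxide and 100% = DMSO wells without peroxide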
CaV13 FRET inh – Primary screen for inhibitors of IQ motif and Ca2+-dependent inactivation inhibitor domain binding in CACNA1D, Förster resonance energy transfer in living cells, … | inhibition, % at 12.3 µM | AID 743397 | actives 0.098% (n = 340,000) | HEK cells, CFP/YFP FRET ICDI-IQ, plate reader, 10 min; percent FRET-ratio fall versus neutral wells;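 active = mean replicate inhibition of at least 30% and at least 1% of replicates passing that level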;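 also: 0% = median of the neutral control wells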
m5-HT2A agonist – agonists of mouse serotonin 5-HT2A receptor (HTR2A) | P35363 | CHO-K1 mHTR2A beta-arrestin complementation, luminescence; percent of 30 µM serotonin response | activation, % at 7.6 µM | actives 0.66% (n = 360,000);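 active = activation above a run cutoff, the mean activation of all tested compounds plus 3 SD, cut at about 14% in these data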;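 also: 0% = plate median of compound wells and 100% = 30 µM serotonin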
Vif imaging – blocks HIV Vif function | actives 0.35% (n = 340,000) | inhibition, % at 7.49 µM | HEK293T cells, Vif self-association by quenched fluorescence, imaging, 24 h; in the data active = inhibition above about 50%, passing the limit was not always enough; also: some results filed as inactive read as strong as hits
ABCB6 inh MLPCN – inhibitors of human ABC transporter ABCB6. Q9NP58. K562-ABCB6 porphyrin accumulation, flow cytometry, 1 h; hits give low values. fluorescence ratio to DMSO, % at 10 µM. actives 0.19% (n = 360,000). AID 602162;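 active = fluorescence ratio to DMSO below 75%, the collection mean minus 3 SD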;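 also: signal is porphyrin accumulated inside mitochondria; 100% equals median channel fluorescence of DMSO control wells; lower ratio means ABCB6 inhibition with less porphyrin fluorescence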
MC4R ag barr – agonists of human melanocortin 4 receptor (MC4R) beta-arrestin | P32245 | U2OS MC4R beta-arrestin complementation, luminescence; percent of melanotan II response, DMSO zero | activation, % at 8.9 µM | actives 0.98% (n = 360,000) | AID 540308;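 active = activation above a per-plate cutoff, the mean activation of sample wells on that plate plus 3 SD, cut at about 8% in these data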
aDG glyco act – alpha-DG glycosylation activation; Pro5-aDG cells, alpha-DG glycosylation AlphaScreen (IIH6); 0% Pro5, 100% B10-LARGE cell signal; activation, % at 10 µM; actives 0.22% (n = 360,000); AID 624168;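 active = activation of at least 8% versus controls, or a plate z-score of at least 8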;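 also: Pro5 are CHO cells carrying HIG-tagged alpha-DG that lacks glycosylation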
PDI turbidity – blocks human protein disulfide isomerase activity; P07237; PDI insulin aggregation turbidity, A650, 90 min; inhibition, % at 10 µM; actives 0.052% (n = 350,000); AID 588391;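 active = mean inhibition across replicates of 30% or more, whatever share of single replicates reach that level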;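 also: absorbance from insulin aggregation driven by PDI reduction with DTT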
Target sequence (P07237 whole entry, looked up): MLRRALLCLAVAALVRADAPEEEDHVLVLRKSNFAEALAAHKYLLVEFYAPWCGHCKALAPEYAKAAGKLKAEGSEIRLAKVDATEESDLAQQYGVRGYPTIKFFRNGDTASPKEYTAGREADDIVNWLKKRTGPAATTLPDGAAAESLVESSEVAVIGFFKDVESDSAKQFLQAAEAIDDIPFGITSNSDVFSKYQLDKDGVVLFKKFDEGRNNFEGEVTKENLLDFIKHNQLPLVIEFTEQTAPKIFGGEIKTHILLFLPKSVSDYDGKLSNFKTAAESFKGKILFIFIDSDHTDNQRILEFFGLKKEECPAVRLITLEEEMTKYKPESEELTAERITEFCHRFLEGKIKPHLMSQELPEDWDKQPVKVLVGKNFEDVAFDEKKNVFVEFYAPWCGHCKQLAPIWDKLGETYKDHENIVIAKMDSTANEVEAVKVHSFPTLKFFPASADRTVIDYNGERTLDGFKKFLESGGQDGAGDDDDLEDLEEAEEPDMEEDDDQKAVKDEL
Numbers without * were called inactive; x = no result given.

SMILES | MC4R antag cAMP | Glyco luc inh | H9c2 protect | CaV13 FRET inh | m5-HT2A agonist | Vif imaging | ABCB6 inh MLPCN | MC4R ag barr | aDG glyco act | PDI turbidity
CSc1nnc(-c2ccc(O)cc2)n1C | 1 | 3 | -4 | -6 | -1 | 1 | 103 | -3.3 | -0.2 | 0
N/C(=N\OC(=O)c1ccc(Br)o1)c1cccnc1 | 6 | 0 | -5 | -2 | 2 | -8 | 93 | -1.1 | -0.1 | -5
COc1cccc(-c2nc(C#N)c(N3CCN(C(=O)c4ccco4)CC3)o2)c1 | 0 | 0 | 15 | -5 | -1 | -5 | 98 | -0.5 | 0.3 | -39
CCOC(=O)c1c(CN2CCOCC2)oc2ccc(OC)cc12 | 4 | 0 | 13 | -6 | -3 | 0 | 99 | -3.4 | -0.2 | -3
COc1ccc(N2C(=O)C(CC(=O)O)S/C2=C\C(C)=O)cc1 (configuration not stated) | 12 | 0 | 6 | -8 | -3 | -2 | 90 | 0.0 | -0.1 | -1
Cn1c(=O)oc2cc(S(=O)(=O)NCCC(=O)N3CCN(c4ccccc4F)CC3)ccc21 | 5 | 3 | 0 | -2 | -7 | -5 | 98 | -2.0 | 0.0 | -1
CN1C(=O)/C(=C/c2ccc(OCc3ccc(F)cc3)cc2)NC1=S | -4 | -5 | -14 | -10 | 4 | 23 | 96 | 20* | 0.1 | 1
COc1cc(CCC(=O)OCc2nnc(-c3ccccc3)o2)cc(OC)c1OC | 0 | 1 | 1 | 0 | 1 | -5 | 88 | -1.9 | 2.0 | -5
CC1(C)CC(=O)c2cc(C(=O)NC3CCSC3=O)c(=O)n(-c3ccccc3)c2C1 (configuration not stated) | 4 | x | -4 | -6 | 2 | x | 83 | 0.1 | 0.1 | 4
Cc1[nH]c(-c2ccc(F)cc2)cc1C(=O)N1CCN(c2cccc(Cl)c2)CC1 | 9 | 0 | -4 | -20 | -12 | 1 | 87 | -0.3 | 0.1 | 1
CN(CCNC(=O)c1cn(C)c2ccc(S(=O)(=O)N3CCCC3)cc2c1=O)CCc1ccccc1 | 11 | -3 | 10 | -7 | -3 | 7 | 99 | -0.3 | -0.2 | -5
CN(C)Cc1c(C(=O)N/N=C/c2ccc(-c3ccccc3)cc2)nnn1-c1nonc1N | -8 | 1 | -4 | -5 | 2 | 0 | 92 | -2.2 | -0.2 | -12
O=C(Cc1ccc(S(=O)(=O)N2CCCC2)s1)N1CCN(c2ccc(F)cc2)CC1 | 2 | -3 | -6 | -1 | 1 | -1 | 94 | -0.9 | 0.7 | 4
CC(Oc1ccccc1)C(=O)Nc1ccccc1F (configuration not stated) | 4 | -1 | -2 | -9 | 1 | -4 | 96 | 0.6 | -0.1 | 8
Cn1c(-c2ccccc2)nc2cnccc21 | -6 | 1 | 2 | -5 | 0 | 5 | 93 | -1.6 | 0.0 | 16
Cc1ccc(C(=O)OCC(=O)NCCc2ccc(F)cc2)cc1S(=O)(=O)N1CCOCC1 | 0 | 4 | 2 | -5 | 3 | -4 | 99 | 1.1 | 0.9 | -7
CC(/C=N\NC(=O)c1ccc2c(c1)OCO2)c1ccccc1 (configuration not stated) | 1 | 1 | 0 | -6 | -5 | -2 | 88 | 0.6 | -0.1 | 0
O=C(CSc1nnc(CNc2ccc(F)cc2)n1Cc1ccco1)N1CCOCC1 | 3 | -1 | -2 | -4 | -1 | 1 | 78 | -1.9 | -0.2 | -1
Cc1ccccc1NC(=O)C(=O)NCC1CCCN1S(=O)(=O)c1cccs1 (configuration not stated) | 10 | -2 | -6 | -6 | 2 | -7 | 95 | -1.6 | 0.0 | 2
O=C(O)c1cc(O)ccc1NC(=O)c1cccc2ccccc12 | -3 | 1 | 2 | -5 | 9 | 2 | 102 | 2.3 | 0.0 | -2
O=C(c1ccc(S(=O)(=O)N2CCc3ccccc3C2)cc1)N1CCCCC1 | 3 | 0 | -5 | -4 | -3 | -8 | 94 | 0.6 | 0.5 | 5
CCOC(=O)N1CCN(C(=O)c2cccc(S(=O)(=O)Nc3ccc(F)cc3)c2)CC1 | 1 | -1 | 0 | -5 | 1 | -11 | 94 | -1.7 | -0.1 | -6
Cc1ccccc1CC1(CO)CCCN(Cc2c(C)nn(C)c2Cl)C1 (configuration not stated) | 9 | -2 | -4 | 17 | -4 | 4 | 89 | -1.2 | 0.2 | 3
COCCN1C(=O)c2ccccc2C(C(=O)NCCN(C)C)C1c1ccc(F)cc1 (configuration not stated) | -3 | -2 | 0 | -3 | 0 | -6 | 93 | 1.2 | 0.1 | 12
Cc1ccc(NC(=O)N2CCCC2)cc1Cl | -5 | 0 | 5 | 3 | 0 | 3 | 97 | 3.5 | 0.1 | -8
CC12CC(c3ccccc3O1)N(C(=O)c1ccco1)C(=S)N2c1ccc(F)cc1 (configuration not stated) | 6 | 3 | 0 | -5 | -9 | 1 | 101 | -1.0 | 0.1 | 3
CC(=O)Oc1cccc(N2C(=O)c3ccc(C(=O)Nc4c[nH]c(=O)[nH]c4=O)cc3C2=O)c1 | 42* | 0 | -2 | x | 1 | 8 | 87 | -0.1 | 0.3 | -8
c1ccc(CCN2CN=C(Nc3nc4ccccc4o3)NC2)cc1 | 3 | 0 | -5 | -4 | 4 | 1 | 90 | -1.3 | -0.2 | -4
c1coc(CNc2ncnc3c2oc2ccccc23)c1 | -6 | 1 | -8 | -5 | -1 | 13 | 88 | -0.8 | 0.8 | -6
Cc1ccc2c(c1)cc(CN(Cc1ccco1)S(=O)(=O)c1ccccc1)c1nnnn12 | 10 | 7 | -14 | x | 2 | -13 | 91 | -0.1 | 0.0 | 1
O=C(NCc1cccs1)c1cccc2c(-c3cccnc3)coc12 | 11 | 0 | 9 | -5 | -2 | -9 | 94 | 4.6 | 1.0 | -5
COc1cccc(CN(C)C(=O)c2ccc(COc3ccc(Cl)cc3)cc2)c1OC | 7 | 0 | -16 | -3 | -7 | -5 | 92 | -0.7 | 0.1 | 7
CC1(C(=O)Nc2ccc3c(c2)OCCO3)CCC(=O)N1C1CCN(Cc2ccccc2)CC1 (configuration not stated) | x | 2 | 6 | -11 | 0 | x | 98 | x | -0.3 | x
CCCSc1ccc([C@@H]2[C@H]3C(=O)N(CC)C(=O)[C@H]3[C@]3(C(=O)OC)CCCN23)cc1 | 8 | 1 | -2 | -11 | 5 | -4 | 92 | -0.3 | -0.1 | -1
CC(C)CNC(=O)N[C@@H](CC(C)C)C(=O)O | 1 | 3 | 2 | -3 | 2 | -4 | 99 | -0.8 | 0.0 | -11
COc1ccc(C(=O)CSc2nnc(-c3cc(C)cc(C)c3)o2)cc1 | 10 | 4 | -3 | -7 | -2 | -1 | 97 | 9.8* | 0.0 | -1
O=C(CCN1CCC(c2cccs2)=N1)c1cccs1 | -4 | -3 | 0 | -11 | -3 | -3 | 100 | -0.2 | 0.0 | -2
CCCCn1c(N)c(C(=S)NC(=O)CC(C)(C)C)c(=O)n(C)c1=O | 9 | 4 | 25 | -3 | -2 | -2 | 100 | -5.1 | 0.8 | 2
CC(Oc1cccc(Cl)c1)C(=O)Nc1nc(-c2ccccn2)cs1 (configuration not stated) | 4 | 0 | 50* | -7 | -15 | -1 | 104 | -4.2 | 3.2 | 2
Cc1c(C(=O)NCc2ccc3c(c2)OCCO3)sc(=O)n1Cc1cccc(C(F)(F)F)c1 | 11 | -7 | 0 | 24 | -3 | -4 | 101 | -0.3 | 0.1 | 11
Cc1ccc(NC(=O)CSc2nnc(-c3cccnc3)s2)cc1 | 5 | 3 | -2 | -3 | 1 | 9 | 95 | -1.3 | 0.4 | -3
Cc1ccc(OC(C)C(=O)Nc2ccncc2)cc1C (configuration not stated) | 0 | -1 | -12 | -22 | 9 | 6 | 95 | 0.9 | 0.2 | -2
O=C(CN1CCN(Cc2ccccc2)CC1)N/N=C/c1cccs1 | 1 | 0 | 7 | -2 | 2 | -11 | 90 | 0.6 | 0.0 | -4
Cc1cccc(OCC(=O)NCCCNC(=O)c2ccc(C)nc2)c1 | -3 | 1 | -2 | -7 | 14 | 3 | 95 | 0.1 | -0.2 | -10
Cc1cccc(C(=O)Nc2sc(C)c(-c3ccccc3)c2C#N)c1 | 1 | -5 | -19 | x | -2 | x | 95 | 2.7 | 0.2 | -4
NNC(=O)CCS(=O)(=O)c1ccc2ccccc2c1 | 4 | -1 | -11 | 0 | -3 | -12 | 88 | 0.3 | 0.3 | -3
C[C@H]1CN=C(Nc2ccccc2)N1CCc1ccccc1 | 0 | 0 | -2 | -9 | -2 | -7 | 95 | 0.4 | -0.3 | -5
CCN(CC)c1nc2n(c(=O)n1)CCN2CC | 14 | 1 | 3 | -4 | -2 | 4 | 93 | -0.8 | -0.3 | -9
CN(CCc1ccccn1)C(=O)CC1C(=O)NCCN1Cc1ccccc1C(F)(F)F (configuration not stated) | 11 | 0 | 12 | -7 | 1 | 5 | 93 | 1.6 | 0.0 | -3
O=[N+]([O-])c1cccc(/C=N\N2CCN(Cc3ccccc3Cl)CC2)c1 | 2 | 1 | -13 | -5 | -6 | 3 | 86 | -2.4 | -0.1 | -3
CCCCOc1ccc(C(=O)NCc2ccncc2)cc1 | 11 | 2 | -4 | -5 | 6 | -7 | 96 | 1.8 | 0.8 | -1
C=CCNC(=O)c1cc2sccc2n1C | 0 | 0 | 9 | -3 | 2 | 1 | 97 | 2.3 | 0.2 | 20
O=[N+]([O-])c1ccc(COc2ccccc2/C=N/O)cc1 | 13 | -4 | -8 | -4 | -3 | -1 | 93 | 0.8 | 0.3 | 8
c1ccc(CN2CCC(N3CCC(N4CCCCCC4)CC3)CC2)cc1 | -6 | -4 | 1 | x | -2 | -3 | 99 | -1.1 | 0.1 | -7
O=C(O)c1ccc(/C=C2/SC(=S)N(Cc3ccccc3)C2=O)cc1 | 7 | 2 | -1 | -19 | 3 | -9 | 129 | -0.9 | 0.0 | -2
O=C(CNC(=O)C1CCCCC1)OCC(=O)c1cccc(Cl)c1 | 13 | 4 | 8 | -5 | -1 | -1 | 95 | -1.5 | 0.0 | -9
COc1ccc(Cc2nc(-c3ccccn3)no2)cc1OC | 1 | -1 | -4 | -5 | -1 | -3 | 99 | -2.3 | 0.1 | 5
Cc1nc(SCC(=O)NCCc2ccccc2)c2oc3ccccc3c2n1 | -1 | -2 | 6 | -3 | -3 | -6 | 104 | 2.0 | 2.8 | 2
CCC1CCCCN1CCCNC(=O)C1CCC(=O)N1Cc1ccc(C)cc1 (configuration not stated) | 0 | 3 | -6 | x | -2 | -4 | 99 | -1.9 | -0.2 | -1

Laid out differently: entries from further up
Below each SMILES: MC4R antag cAMP	Glyco luc inh	H9c2 protect	CaV13 FRET inh	m5-HT2A agonist	Vif imaging	ABCB6 inh MLPCN	MC4R ag barr	aDG glyco act	PDI turbidity
- CCCCOc1ccc(C(=O)NCc2ccncc2)cc1
 : 11	2	-4	-5	6	-7	96	1.8	0.8	-1
- CN(CCc1ccccn1)C(=O)CC1C(=O)NCCN1Cc1ccccc1C(F)(F)F (configuration not stated)
 : 11	0	12	-7	1	5	93	1.6	0.0	-3

Bioassay records as filed in PubChem.
